beta cell repl: inducers of beta-cell replication in MIN6 cells; MIN6 cells proliferation, ATPlite luminescence, 48 h; cells starved in 0.2% serum; 100% = growth in 10% serum; proliferation, % at 10 µM; hit rate 0.29% among 330,000;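 active means compounds whose signal lies at least 3.5 SD above the mean of all wells on their plate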;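 further: 0% = DMSO-treated cells in low-serum medium and 100% = 10% serum control; some compounds called inactive have numbers as strong as hits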
APOBEC3A inh: human APOBEC3A DNA deaminase inhibition; recombinant A3A, FAM/TAMRA ssDNA deamination fluorescence; inhibition, % at 20 µM; hit rate 0.41% among 330,000;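 active means at least 40% inhibition at 20 µM here, with at most 30% in a related deaminase screen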;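 further: plate controls were A3A with DMSO for no effect and wells lacking A3A enzyme for full effect; some results filed as inactive read as strong as hits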
Target sequence (P31941 whole entry, looked up): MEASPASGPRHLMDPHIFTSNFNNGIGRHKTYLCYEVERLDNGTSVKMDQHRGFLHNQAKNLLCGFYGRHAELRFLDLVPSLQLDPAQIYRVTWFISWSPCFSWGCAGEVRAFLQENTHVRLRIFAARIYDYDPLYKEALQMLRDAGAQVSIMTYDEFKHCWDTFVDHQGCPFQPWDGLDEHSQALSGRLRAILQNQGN
MPTP inh: permeability transition pore inhibition; AID 602449; inhibition, % at 10 µM; hit rate 1.4% among 360,000; isolated mouse mitochondria, Ca2+ swelling absorbance, 30 min;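 active means inhibition of 50% or more, scaled per plate between neutral and stimulator controls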;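 further: 0% = DMSO wells given calcium and 100% = 1 mM EGTA wells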
mIAP act: mouse IAP activation; muIAP, CDP-Star luminescence, 30 min; stronger effect = higher value; 1 = vehicle-only enzyme signal, 0 = enzyme-free wells; activation factor at 10 µM; hit rate 0.24% among 330,000; AID 2805;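 active means activation factor of at least 2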; further: the source names both 10 and 20 µM as test concentration; values of inactives mirror those of a sister screen read the other way
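Assay system: mouse IAP enzyme; Reagent: CDP-Star chemiluminescent phosphatase substrate; Compound: DMSO-dissolved test compounds; Incubation: 30 min, room temperature; Technique: luminescence from enzymatic CDP-Star hydrolysis; Controls: DMSO-only wells and no-enzyme negative control.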
hIAP inh: human IAP inhibition; P09923; purified IAP, CDP-Star luminescence, 30 min; inhibition, % at 10 µM; hit rate 0.12% among 330,000;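 active means inhibition reaching a set limit with compound at 10 µM in the primary screen, cut at about 35% in these data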;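 further: plate controls were DMSO wells with enzyme for no effect and no-enzyme buffer wells for full effect; values of inactives mirror those of a sister screen read the other way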
A3G deaminase: APOBEC3G (human) deaminase inhibition; Q9HC16; recombinant A3G, ssDNA deamination FAM/TAMRA fluorescence; inhibition, % at 20 µM; hit rate 0.28% among 330,000; AID 493012;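 active means inhibition of at least 40% at 20 µM, with no more than 30% in the related APOBEC3A deaminase screen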;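 further: plate controls were DMSO wells with A3G for no effect and wells lacking A3G enzyme for full effect; some compounds called inactive have numbers as strong as hits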
Target sequence (Q9HC16 whole entry, looked up): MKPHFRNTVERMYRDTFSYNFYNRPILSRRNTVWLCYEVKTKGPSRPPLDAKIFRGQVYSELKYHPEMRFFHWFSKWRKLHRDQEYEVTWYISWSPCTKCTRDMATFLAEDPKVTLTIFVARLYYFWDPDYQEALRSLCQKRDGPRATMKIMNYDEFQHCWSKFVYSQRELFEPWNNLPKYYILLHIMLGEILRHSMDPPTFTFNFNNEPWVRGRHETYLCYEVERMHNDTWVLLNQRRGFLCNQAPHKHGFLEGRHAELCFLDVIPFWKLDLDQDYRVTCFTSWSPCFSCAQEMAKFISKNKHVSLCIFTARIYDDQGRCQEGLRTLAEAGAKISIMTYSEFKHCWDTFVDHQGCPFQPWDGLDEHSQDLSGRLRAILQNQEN
GRIN3A LBD mod: NR3A (human) ligand-binding domain modulation | NR3A LBD differential scanning fluorimetry, Tm shift; 0% = protein alone, 100% = glycine-bound protein | Tm shift relative to glycine control, % at 25 µM | hit rate 2.5% among 340,000 | AID 1259313;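 active means melting temperature shift of at least 10% of the positive control shift, at one fixed dose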
mIAP block: blocks mouse intestinal alkaline phosphatase | purified mouse IAP, CDP-Star luminescence, 30 min | inhibition, % at 10 µM | hit rate 0.2% among 330,000 | AID 2806;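 active means inhibition of at least 40% at 10 µM in the primary screen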;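 further: plate controls were DMSO with enzyme for no effect and no enzyme wells for full effect; values of inactives mirror those of a sister screen read the other way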
hIAP activ: increases human intestinal alkaline phosphatase activity; activation factor at 10 µM; hit rate 0.16% among 330,000; AID 2524; P09923; purified human IAP, CDP-Star luminescence, 30 min; stronger effect = higher value; 1 = vehicle-only enzyme, 0 = enzyme-free background;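 active means activation factor of the enzyme at least 2-fold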; further: the source names both 10 and 20 µM as test concentration; values of inactives mirror those of a sister screen read the other way
An asterisk follows results filed as active; . = not tested or not shown.

1) CCOC(=O)c1csc(NC(=O)c2ccc(N3C(=O)CCC3=O)cc2)n1
2) COc1ccc(S(=O)(=O)NC(C)C(=O)Nc2ccccc2C(F)(F)F)cc1 (stereo unspecified)
3) COc1ccc(NC(=O)Cn2c([N+](=O)[O-])cnc2C)cc1Cl
4) CCc1nnc(NS(=O)(=O)c2ccc(NC(=S)NC(=O)c3ccc(OC)c(OC)c3)cc2)s1
5) COC(=O)C1=NN(C(=O)c2ccccc2)C(O)(c2ccc([N+](=O)[O-])cc2)C1 (stereo unspecified)
6) COCC(=O)N(CCc1ccc(OC)cc1)Cc1nc2ccccc2c(=O)[nH]1
7) Cn1c(=O)n(C)c2cc(NS(=O)(=O)c3ccc(Br)s3)ccc21
8) N#C/C(C(=O)NCCc1ccccc1)=C1/N=C(NC(=O)c2cccs2)c2ccccc21

entry no.	1	2	3	4	5	6	7	8
beta cell repl	-2	1	-2	-2	-1	1	-2	0
APOBEC3A inh	-2	-2	-2	-3	-7	-2	-1	2
MPTP inh	1.0	-0.1	-1.2	0.4	3.0	-1.0	-1.1	6.9
mIAP act	0.97	1.1	0.94	0.93	0.76	0.98	1.1	0.83
hIAP inh	4	17	9	-4	-26	-38	-5	2
A3G deaminase	-9	-7	-9	-3	-6	-9	-5	-3
GRIN3A LBD mod	0	1	1	-10	-9	1	-2	-4
mIAP block	2	-6	6	7	24	2	-7	17
hIAP activ	0.96	0.83	0.91	1	1.3	1.4	1	0.98

9) O=C(NC(Cc1ccccc1)C(=O)O)/C(=C/c1ccco1)NC(=O)c1cccc(Br)c1 (stereo unspecified)
10) O=C(Nc1ccc(S(=O)(=O)Nc2ncccn2)cc1)c1cccnc1
11) O=C(CCNS(=O)(=O)c1cccs1)N1CCc2ccccc2C1
12) O=C(N/N=C/c1c(F)cccc1Cl)c1cc(C2CC2)[nH]n1
13) c1ccc(OCc2nn3c(C4CCCCC4)nnc3s2)cc1
14) N#CC1=C(N)C(C#N)(C#N)C(c2cccnc2)C2CCCC=C12 (stereo unspecified)
15) O=c1[nH]c(=S)[nH]c2scc(-c3ccc(Br)cc3)c12
16) COc1cccc(/C=N/NC(=O)CCCC(=O)NC2CCCCC2)c1

entry no.	9	10	11	12	13	14	15	16
beta cell repl	-2	1	-2	-3	-3	-1	-2	0
APOBEC3A inh	23	3	3	2	-6	-6	-2	0
MPTP inh	-0.5	1.4	0.3	-1.1	-0.5	.	9.5	-0.9
mIAP act	0.95	0.96	0.91	1	0.96	0.95	0.98	0.98
hIAP inh	16	-12	10	-105	-9	-7	-41	7
A3G deaminase	16	0	-2	0	3	-6	0	-5
GRIN3A LBD mod	0	3	-1	0	0	.	5	0
mIAP block	5	4	9	-1	4	5	2	2
hIAP activ	0.84	1.1	0.9	2*	1.1	1.1	1.4	0.93

17) CCN(CC(=O)NNC(=O)c1ccccc1)Cc1ccc(OC)c(F)c1
18) O=C(O)/C=C/C(=O)NCCc1ccccc1
19) O=C(NC1CCCCC1)C1CC(=O)N(c2ccccc2)C1 (stereo unspecified)
20) CCOC(=O)c1nn(-c2ccccc2)c(C)c1C(C)=O
21) O=C(N/N=C/C=C/c1ccc([N+](=O)[O-])cc1)C1COc2ccccc2O1 (stereo unspecified)
22) CN1C(=O)c2ccccc2C(C(=O)O)C1c1cccc([N+](=O)[O-])c1 (stereo unspecified)
23) Cc1cccc(C)c1NC(=O)Cn1nnc(C(=O)Nc2ccc(F)cc2F)c1N
24) CC(CCc1ccccc1)NC(=O)c1ccco1 (stereo unspecified)

entry no.	17	18	19	20	21	22	23	24
beta cell repl	-1	-3	-1	-2	-2	1	-2	1
APOBEC3A inh	0	11	0	1	15	18	0	-1
MPTP inh	-0.1	1.5	0.1	-0.4	-12	-2.8	-0.4	0.7
mIAP act	0.93	0.99	1	1	0.9	1.1	0.96	1
hIAP inh	-35	5	4	9	-7	1	3	-12
A3G deaminase	-4	0	-7	0	-5	-6	-3	-2
GRIN3A LBD mod	1	-2	-6	1	-2	0	0	-1
mIAP block	7	1	-5	-3	10	-6	4	0
hIAP activ	1.4	0.95	0.96	0.91	1.1	0.99	0.97	1.1

25) O=C(c1cnn(-c2cccc(F)c2)c1)c1ccccc1O
26) Nc1ncc(Br)cc1S(=O)(=O)NCCC(=O)NC1CCCCC1
27) Cc1ccc(S(=O)(=O)N2CCCC(C(=O)NCc3ccco3)C2)cc1Cl (stereo unspecified)
28) COc1ccc(Cl)cc1NC(=O)c1nc2nc(C)cc(C(F)F)n2n1
29) O=C1/C(=C/c2cccc(F)c2)SC(=S)N1NS(=O)(=O)c1ccccc1
30) COc1ccc(CC(=O)NNC(=O)COc2ccc(Br)cc2C)cc1OC
31) CC1CCCCC12NC(=O)N(CC(=O)N1CCN(c3ncccn3)CC1)C2=O (stereo unspecified)
32) O=C(OCC(=O)N1CCCCCC1)c1ccc(F)cc1F

entry no.	25	26	27	28	29	30	31	32
beta cell repl	-2	3	-1	0	-1	0	-4	0
APOBEC3A inh	1	6	3	-7	-4	-2	0	-7
MPTP inh	0.8	1.8	-0.2	0.6	2.8	-0.3	0.0	4.2
mIAP act	1	1.1	1.1	0.98	0.96	0.94	1	0.99
hIAP inh	-1	3	8	11	9	-1	-10	3
A3G deaminase	-10	3	-1	-9	-8	-3	-1	-12
GRIN3A LBD mod	-11	-2	1	7	.	0	-2	-1
mIAP block	-3	-8	-6	2	4	6	-2	1
hIAP activ	1	0.97	0.92	0.89	0.91	1	1.1	0.97

Just beta cell repl, for 2 of the compounds above:
nr	SMILES	beta cell repl
31	CC1CCCCC12NC(=O)N(CC(=O)N1CCN(c3ncccn3)CC1)C2=O (stereo unspecified)	-4
28	COc1ccc(Cl)cc1NC(=O)c1nc2nc(C)cc(C(F)F)n2n1	0

Later entries:
33) Nn1c(COc2cccc(Br)c2)nnc1SCC(=O)N1CCc2ccccc2C1
34) CCn1c(SCc2ccc(Cl)cc2Cl)nc2nc3c(cc2c1=O)CCCC3
35) Cc1ccc(C)c(Cn2nnc3c(=O)[nH]c(C4CCCN(C(=O)c5ccco5)C4)nc32)c1 (stereo unspecified)
36) CCN(CC(O)Cn1c2ccccc2c2ccccc21)S(=O)(=O)c1ccc(F)cc1 (stereo unspecified)
37) Cc1c(NC(=O)c2cc3ccccc3o2)c(=O)n(-c2ccccc2)n1C
38) O=C(O)c1cc(-c2ccccc2)nn1CC1CC(c2cccc([N+](=O)[O-])c2)=NO1 (stereo unspecified)
39) O=C(CC1C(=O)NCCN1Cc1ccc(-c2ccccc2)cc1)NCC1CCOCC1 (stereo unspecified)
40) O=C(CSc1nnc(NC(=O)C2CC(=O)N(c3ccccc3)C2)s1)NCc1ccco1 (stereo unspecified)

entry no.	33	34	35	36	37	38	39	40
beta cell repl	-2	-6	-4	-6	-1	-4	-1	1
APOBEC3A inh	-1	0	-1	-2	-1	-2	0	0
MPTP inh	0.6	-0.3	-0.6	-0.1	-1.0	.	0.3	0.0
mIAP act	1.1	0.85	0.94	1.2	0.99	1	0.97	0.89
hIAP inh	3	13	2	3	6	9	1	-19
A3G deaminase	-6	-5	-10	-1	-2	-8	-3	-6
GRIN3A LBD mod	2	0	1	7	0	3	-2	-2
mIAP block	-14	15	6	-16	1	-5	3	11
hIAP activ	0.97	0.87	0.97	0.97	0.94	0.91	0.99	1.2

Three compounds from above, ordered by length of the SMILES, ascending:
34) CCn1c(SCc2ccc(Cl)cc2Cl)nc2nc3c(cc2c1=O)CCCC3
37) Cc1c(NC(=O)c2cc3ccccc3o2)c(=O)n(-c2ccccc2)n1C
40) O=C(CSc1nnc(NC(=O)C2CC(=O)N(c3ccccc3)C2)s1)NCc1ccco1 (stereo unspecified)

entry no.	34	37	40
beta cell repl	-6	-1	1
APOBEC3A inh	0	-1	0
MPTP inh	-0.3	-1.0	0.0
mIAP act	0.85	0.99	0.89
hIAP inh	13	6	-19
A3G deaminase	-5	-2	-6
GRIN3A LBD mod	0	0	-2
mIAP block	15	1	11
hIAP activ	0.87	0.94	1.2

Later entries:
41) CCC(C)C(NS(=O)(=O)c1ccc(C)cc1)C(=O)N1CCOCCOCCOCC1 (stereo unspecified)
42) Cc1cccc(OCC(=O)Nc2ccc3c(c2)nc(CCN2CCN(C)CC2)n3C)c1
43) O=[N+]([O-])c1nn(-c2ccc(Cl)cc2)n(O)c1=NCc1ccccc1Cl
44) Cc1nn(Cc2ccccc2)c2c1C(c1ccccc1)C(C#N)=C(N)O2 (stereo unspecified)
45) Cc1ccc(C(=O)O)cc1NC(=S)NC(=O)C(c1ccccc1)c1ccccc1
46) CCOC(=O)N1CCN(C(=O)c2ccc(-n3c(=S)[nH]c4ccccc4c3=O)cc2)CC1
47) Cn1cnnc1SCCn1c(N2CCCCC2)nc2c1c(=O)[nH]c(=O)n2C
48) O=C1OC[C@@H]2CCCN2C(=O)[C@@H](CC(=O)N(CCO)Cc2ccccc2)C/C=C\C[C@@H]1Cc1ccc(F)cc1

entry no.	41	42	43	44	45	46	47	48
beta cell repl	-4	0	5	0	0	-2	-1	-4
APOBEC3A inh	1	-1	2	3	-2	-3	-2	2
MPTP inh	-1.1	2.0	0.2	81*	-3.6	-0.8	-1.5	-1.6
mIAP act	0.99	1.2	0.93	0.93	0.99	1.1	1	1.1
hIAP inh	-2	-2	13	-15	-1	3	-6	4
A3G deaminase	-4	-1	-3	2	-3	-7	-4	-5
GRIN3A LBD mod	-3	-1	-1	2	3	-14	-4	0
mIAP block	1	-18	7	7	1	-8	-4	-5
hIAP activ	1	1	0.87	1.1	1	0.97	1.1	0.96

49) COc1cc(-c2cc(C(=O)O)c3c(OC)c(OC)c(OC)cc3n2)ccc1O
50) COC(=O)c1cccc(C23CC4(C2)[C@H](CN(Cc2ccc(C(F)(F)F)cc2)[C@@H]4c2ccccc2)C3c2ccc(Cl)nc2)c1 (stereo partly specified)
51) Cc1ccc(-c2nc3ccccn3c2NCc2ccc3c(c2)OCO3)cc1
52) Cc1cccc(C)c1OCc1cc(C(=O)N2CCC(c3ccncc3)CC2)no1
53) Cc1cc(C)c(NC(=O)CSc2nc3ccncc3[nH]2)c(C)c1
54) O=C(COC(=O)CCc1nc2ccccc2s1)Nc1ccc(Cl)cn1
55) COc1ccc(OC)c(CN2CCN(C(=O)CN3C(=O)NC4(CCCC4)C3=O)CC2)c1
56) C=CCN(C(=O)c1oc2c(Cl)cc(C)cc2c1C)C1CCS(=O)(=O)C1 (stereo unspecified)

entry no.	49	50	51	52	53	54	55	56
beta cell repl	-1	-5	-3	-6	5	-1	3	4
APOBEC3A inh	-3	-1	-3	5	1	-4	1	-1
MPTP inh	-1.5	-0.7	-1.1	41	-1.3	7.7	-0.3	1.3
mIAP act	1.1	0.97	1.1	1	1	0.91	1	0.96
hIAP inh	-44	7	-18	23	-11	12	-5	-13
A3G deaminase	-3	-6	-3	6	-1	-10	-8	-2
GRIN3A LBD mod	-3	-3	0	6	-1	-4	-1	-1
mIAP block	-8	3	-6	-4	0	9	-2	4
hIAP activ	1.4	0.93	1.2	0.77	1.1	0.88	1	1.1

Screening results from PubChem.
